Screening data from PubChem.
Rin1-Abl PPI inh: inhibitors of human Rin1-Abl protein interaction. AID 588664. P00519+Q13671. actives 0.4% (n = 360,000). inhibition, % at 7.35 µM. TR-FRET Rin1/Abl binding, biochemical; in the data active = inhibition above about 5%, passing the limit was not always enough
CSN deneddyl inh: blocks human CSN-mediated cullin deneddylation. Purified CSN, SCF-Nedd8-OG deneddylation, fluorescence polarization. inhibition, % at 12.5 µM. actives 0.38% (n = 360,000). Q92905;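 active = pattern-corrected inhibition above about 35%, with an unprinted fluorescence ratio check between 0.5 and 1.5, limit read from the data, passing the limit was not always enough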;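 note: 0% = enzyme with substrate and 100% = substrate without enzyme; some results filed as inactive read as strong as hits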
Target sequence (Q92905 whole entry, looked up, one chain of several): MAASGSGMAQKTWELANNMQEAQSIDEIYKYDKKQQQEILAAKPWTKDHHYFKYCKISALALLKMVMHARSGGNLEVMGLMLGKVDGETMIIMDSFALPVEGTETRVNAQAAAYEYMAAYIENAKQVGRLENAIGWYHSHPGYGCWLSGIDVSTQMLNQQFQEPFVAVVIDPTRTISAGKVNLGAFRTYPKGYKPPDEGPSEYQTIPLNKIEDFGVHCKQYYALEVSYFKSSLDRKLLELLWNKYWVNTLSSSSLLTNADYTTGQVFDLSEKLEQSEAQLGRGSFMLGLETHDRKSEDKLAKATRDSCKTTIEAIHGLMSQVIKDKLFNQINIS
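Test system: purified human Csn5 enzyme expressed in HEK293T cells. Amount: 0.24 nM enzyme. Reagent: SCFSkp2-Nedd8OG substrate at 10 nM final. Schedule: 90 min incubation of compound, enzyme and substrate at room temperature. Detection: fluorescence polarization. Read-out: % inhibition of substrate cleavage by Csn5.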
MsrA act: activators of bovine methionine sulfoxide reductase A. purified bovine MsrA, absorbance read-out. activation, % at 10.6 µM. actives 0.3% (n = 360,000). AID 602163; in the data active = activation above about 7.5%;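 note: 0% = vehicle and 100% = reference activator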
FAS TE block: inhibitors of human fatty acid synthase thioesterase domain. recombinant FAS-TE, OMFH fluorogenic substrate, fluorescence endpoint. inhibition, % at 15 µM. actives 0.67% (n = 360,000). AID 602261;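 active = compounds whose normalised, plate-corrected inhibition of enzyme fluorescence in the single-dose primary screen is 50% or more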;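 note: 0% = DMSO with enzyme and 100% = substrate without enzyme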
Rpn11 block: blocks the human proteasome subunit Rpn11; O00487; human 26S proteasome, Ub4-pepOG fluorescence polarization; 20S core pre-blocked with epoxomicin; calls only at 20 µM; actives 0.59% (n = 360,000);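 active = inhibition at 20 µM, scaled to each plate's controls, above about 33%, limit read from the data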
Target sequence (O00487 whole entry, looked up): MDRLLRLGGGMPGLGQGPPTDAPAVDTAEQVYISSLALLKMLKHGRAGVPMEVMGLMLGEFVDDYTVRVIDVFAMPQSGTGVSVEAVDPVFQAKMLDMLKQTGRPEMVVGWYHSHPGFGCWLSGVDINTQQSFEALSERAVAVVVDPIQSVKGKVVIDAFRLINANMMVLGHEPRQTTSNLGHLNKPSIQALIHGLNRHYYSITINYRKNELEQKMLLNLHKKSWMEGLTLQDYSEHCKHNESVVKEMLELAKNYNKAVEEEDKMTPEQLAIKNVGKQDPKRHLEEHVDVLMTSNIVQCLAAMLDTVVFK
MsrA inhibitor: inhibitors of bovine MsrA; purified bovine MsrA, absorbance read-out; inhibition, % at 15.5 µM; actives 0.75% (n = 360,000); in the data active = inhibition above about 4.5%;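 note: 0% = vehicle wells with enzyme and 100% = reference inhibitor wells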
MLLE-PAM2 inh: inhibitors of microRNA-mediated deadenylation, human PABP1 MLLE binding | GST-MLLE / FITC-PAM2 fluorescence polarization | P11940 | inhibition, % at 20 µM | actives 0.36% (n = 360,000); in the data active = inhibition above about 35%, passing the limit was not always enough;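 note: plate controls were DMSO wells with GST-MLLE for no effect and wells lacking GST-MLLE protein for full effect; some results filed as inactive read as strong as hits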
E coli Lon inh: inhibits E. coli Lon protease; actives 0.42% (n = 360,000); inhibition, % at 7.94 µM; purified E. coli Lon protease, fluorescence polarization; in the data active = inhibition above about 13%, passing the limit was not always enough;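 note: 0% = enzyme with probe and DMSO and 100% = no enzyme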
MT1-MMP act inh: blocks activation of human MT1-MMP; P50281; HT1080 RFP-PRO-GFP cells, GFP/RFP ratio fluorescence, overnight; percent of plate control window, DMSO zero; GFP/RFP ratio change, % at 20 µM; actives 0.061% (n = 360,000);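 active = GFP/RFP ratio change of at least 30% with cell ATP level not reduced by more than half and red fluorescence within 50% of control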; note: strong numbers were not always called active
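Assay system: HT1080 RFP-PRO-GFP cells. Benchmarks: DMSO vehicle wells and RFP-L50D-GFP reporter cell wells. Times: overnight cell settling, then overnight compound exposure, 37 °C, 5% CO2. Compound: 20 µM single dose, 1% DMSO. Read-out basis: GFP/RFP fluorescence ratio.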
* hit, by the source's call; i = inactive; . = no result given.

SMILES | Rin1-Abl PPI inh | CSN deneddyl inh | MsrA act | FAS TE block | Rpn11 block | MsrA inhibitor | MLLE-PAM2 inh | E coli Lon inh | MT1-MMP act inh
CC(C)OCc1c(C(=O)Nc2nccs2)oc2ccccc12 | -4 | 0 | -2 | 5 | i | 2.3 | 12 | -7 | 1
COCCNC(=O)C(=O)NCC1OCCN1S(=O)(=O)c1ccc(F)cc1 (configuration not stated) | 2 | 3 | -5 | -8 | i | -0.2 | -4 | -6 | 0
Cc1cccc(C)c1OCc1nnc(SCC(=O)NCc2ccccc2)o1 | -1 | 3 | -3 | 4 | i | 0.2 | 12 | 4 | 3
Cc1ccc(Cn2c(=O)c3c(nc4n3CCCN4Cc3ccccc3)n(C)c2=O)cc1 | 1 | -1 | -4 | 18 | i | 0.7 | -16 | 1 | 4
COc1ccc(OCC(=O)Nc2c(C(=O)N(CCN(C)C)Cc3ccco3)oc3ccccc23)cc1 | 0 | -3 | -2 | 15 | i | -0.6 | -26 | -2 | -2
CN(C)c1nc2n(c(=O)n1)CCS2 | 3 | -1 | 1 | -2 | i | 0.2 | 4 | 1 | 1
COc1ccc(OCC(O)Cn2c(N)nc3c2c(=O)[nH]c(=O)n3C)cc1 (configuration not stated) | 1 | 2 | -4 | -5 | i | 1.8 | -7 | 12 | 1
Cc1cc(Nc2ccc(Br)cc2F)n2nc(C)nc2n1 | 1 | -3 | 0 | 3 | i | 0.3 | -8 | -2 | 0
COc1cc(C2C3=C(CC(C)(C)CC3=O)Nc3ccccc3N2C(C)=O)cc(OC)c1OC (configuration not stated) | -1 | 1 | -10 | -5 | i | 1.2 | -10 | -1 | -3
c1cc(-c2n[nH]c(-c3ccncc3)n2)ccn1 | 1 | 3 | 4 | -7 | i | 1.2 | 5 | 3 | -2
O=C(CS(=O)(=O)c1cn(Cc2ccc(Cl)cc2)c2ccccc12)N1CCCCC1 | 0 | 1 | -5 | 7 | i | -0.6 | -2 | 17* | 2
COc1ccc([C@H]2CC(=O)C=C(c3cccc(C(C)C)c3)C2)cc1 | 2 | 1 | -3 | 33 | i | -0.5 | 11 | 6 | -1
Cc1cc(C(=O)N2CCN(c3ccc(C(F)(F)F)cn3)CC2)c(C)o1 | 0 | 3 | 0 | 8 | i | -0.7 | -3 | -2 | 4
CCC(C)(C)n1nnnc1CN(Cc1ccc(Cl)cc1)Cc1ccco1 | 2 | -1 | -4 | 23 | i | -0.3 | 4 | -3 | -4
O=C(COC(=O)/C=C/c1ccc(F)cc1)Nc1ccc2[nH]c(=O)[nH]c2c1 | -2 | -1 | -10 | -3 | i | -1.1 | 5 | 4 | 4
CCOC(=O)c1c2ccc(OCC(=O)NN)cc2n2ccccc12 | 0 | -2 | -1 | -7 | i | 1.5 | 58* | 7 | -6
CN(NC(=O)Nc1ccccc1)c1cnn(C)c(=O)c1Cl | 1 | 1 | -7 | -5 | i | -1.1 | -9 | 6 | 0
COc1cccc(N2CCN(C(=O)/C=C/c3ccco3)CC2)c1 | -1 | -7 | -4 | -2 | i | -0.6 | -33 | 1 | 1
O=C(NCc1ccco1)C(c1ccco1)N(C(=O)Cn1nnc2ccccc21)c1ccc2c(c1)CCC2 (configuration not stated) | -1 | 2 | 1 | 14 | i | -1.4 | -1 | 8 | -3
Cc1cccc(C(=O)Nc2nc(C)c(C(=O)Nc3ccc4c(c3)CCC4)s2)c1 | -1 | 3 | -1 | 26 | i | 0.2 | 0 | 10 | -4
N#C/C(C(=O)NCCc1ccccc1)=C1/N=C(NC(=O)c2cccs2)c2ccccc21 | 0 | 3 | -8 | 30 | i | 1.1 | -2 | -2 | -10
COc1cc2c(c(OC)c1OC)-c1ccc(NC(=O)c3ccc(F)cc3)c(=O)cc1[C@@H](NC(C)=O)CC2 | 3 | -1 | -6 | -7 | i | 0.6 | 2 | 6 | -7
Cc1cc(C)n(-c2nncn2/N=C/c2ccccc2F)n1 | -2 | 1 | -2 | -4 | i | 0.8 | -6 | -7 | -2
O=C(CCCC(=O)OCC(=O)NC1CCCC1)Nc1ccccn1 | -3 | 2 | -13 | -2 | i | 0.9 | 2 | -11 | -6
O=C(O)CSCc1ccc(C(=O)O)o1 | 4 | -5 | 0 | -11 | i | 2.4 | 15 | 2 | 0
C=CCn1c(SCc2ccc(C(=O)NCCO)cc2)nc2sc(C)c(C)c2c1=O | -2 | -8 | -2 | 5 | i | -0.7 | -7 | 5 | -2
CN(C)S(=O)(=O)c1ccc(C(=O)Nc2ccnn2C2CCCCC2)cc1 | -2 | 7 | -2 | -5 | i | 0.7 | -11 | -2 | 1
O=C(CN1C(=O)C2C3C=CC(C4CC34)C2C1=O)Oc1ccccc1 (configuration not stated) | 0 | -2 | -4 | -1 | i | -1.4 | 7 | -4 | 4
COc1ccc(-c2csc(NC(=O)c3c(C)noc3C)n2)cc1OC | -2 | -3 | -2 | -4 | i | 1.3 | 2 | 0 | -1
Cc1cc2nc(C)n(CCCNC(=O)Nc3ccc(C#N)cc3)c2cc1C | 6 | 0 | 0 | 3 | i | -0.2 | 2 | 1 | 5

Filtered by structure, those above containing a cyano group
SMILES | Rin1-Abl PPI inh | CSN deneddyl inh | MsrA act | FAS TE block | Rpn11 block | MsrA inhibitor | MLLE-PAM2 inh | E coli Lon inh | MT1-MMP act inh
N#C/C(C(=O)NCCc1ccccc1)=C1/N=C(NC(=O)c2cccs2)c2ccccc21 | 0 | 3 | -8 | 30 | i | 1.1 | -2 | -2 | -10
Cc1cc2nc(C)n(CCCNC(=O)Nc3ccc(C#N)cc3)c2cc1C | 6 | 0 | 0 | 3 | i | -0.2 | 2 | 1 | 5

(further entries)
SMILES | Rin1-Abl PPI inh | CSN deneddyl inh | MsrA act | FAS TE block | Rpn11 block | MsrA inhibitor | MLLE-PAM2 inh | E coli Lon inh | MT1-MMP act inh
c1cc2nnnn2nc1N1CCCCCC1 | 0 | 6 | -2 | -3 | i | -0.3 | 2 | -8 | -5
CN(CCC1CCOCC1)C(=O)C1CCC(=O)N(CCc2cccc(F)c2)C1 (configuration not stated) | -4 | 5 | 0 | -8 | i | 0.6 | 14 | -15 | -1
CC(C)NCC(O)COc1ccc(CC(N)=O)cc1 (configuration not stated) | 1 | -4 | -2 | -6 | i | -0.5 | 4 | . | 4
CCCC(C(=O)NC1CCCC1)N(C(=O)Cn1nnc(-c2ccc(C)o2)n1)c1cccc(O)c1 (configuration not stated) | 4 | 7 | -11 | 2 | i | -0.2 | 0 | -9 | -4
COc1ccc(C)cc1S(=O)(=O)N(C)CC(=O)NC1CC1 | 1 | -3 | -10 | -6 | i | -0.4 | 4 | -3 | -4
CC(C)CCNC(=O)C1CC(c2cccc([N+](=O)[O-])c2)=NO1 (configuration not stated) | 2 | 1 | -3 | 53* | i | -0.4 | 5 | 4 | 0
Nc1c2c(nc3sc4c(c13)CCCCC4)CCCCC2 | 0 | 9 | -2 | -3 | i | -2.5 | 6 | 6 | 11
COc1ccc(-c2nn(-c3ccccc3)cc2/C=C\C(=O)N2CCOCC2)cc1[N+](=O)[O-] | 2 | 2 | -3 | 2 | i | 0.3 | -2 | -8 | 2
CC(C)[N+](C)(C)CC(O)CN(c1ccccc1)c1ccccc1 (configuration not stated) | 0 | -5 | -2 | -6 | i | -1.3 | -128 | 1 | -3
Cc1nc(N2CCN(C)CC2)c2c(C)c(C(=O)Nc3ccc(C)c(F)c3)sc2n1 | 0 | 0 | -1 | 3 | i | 3.6 | -2 | -18 | -3
O=C(O)c1c2cc(Br)ccc2nc2[nH]c(=O)[nH]c(=O)c12 | 2 | -5 | -1 | -5 | i | 0.2 | 9 | -3 | -1
COc1ccccc1-n1ccnc1SCC(=O)NCc1ccco1 | 0 | 8 | -3 | -7 | i | 0.3 | 6 | 1 | 0
CC(=O)Nc1cccc(C(=O)OCC(=O)Nc2nnc(-c3ccccc3)o2)c1 | 2 | 2 | -3 | -7 | i | -0.1 | -11 | -1 | 2
COCC(=O)N1CCCC(C(=O)c2ccc(Oc3ccccc3)cc2)C1 (configuration not stated) | 4 | -10 | -4 | -6 | i | 0.8 | -1 | 6 | 1
CCN(CC)S(=O)(=O)c1ccc(C(=O)NCCN2C(=O)S/C(=C\c3cccnc3)C2=O)cc1 | 0 | 4 | -11 | -2 | i | 3.4 | -3 | -3 | -2
CC(/C=C/C=C/c1ccccc1)=N/NC(=O)c1ccc2c(c1)OCCO2 | 1 | 0 | -5 | -1 | i | 0.3 | 1 | -10 | 2
CCOc1ccccc1N1CC(C(=O)NCCOc2ccccc2OC)CC1=O (configuration not stated) | 3 | -4 | -7 | -5 | i | -0.4 | 2 | -4 | 1
CC(C)C(=O)NC(=S)Nc1ccc(CN2CCOCC2)cc1 | -7 | 0 | -9 | -7 | i | -0.1 | 11 | -3 | -2
Cc1ccc(-c2ocnc2C(=O)N2CCOCC2)cc1 | -2 | -1 | -3 | -7 | i | -0.9 | 2 | 11 | 0
C=CCn1c(SCC(C)=O)nnc1-c1ccc2ncccc2c1 | 0 | 0 | 0 | -9 | i | -0.4 | -10 | -9 | -2
Cc1nnc(NC(=O)CSc2nnc(-c3ccc(S(=O)(=O)N4CCCC4)cc3)n2C)s1 | 1 | -1 | -10 | -7 | i | -1.2 | -12 | -1 | 5
CN(C)c1ccc(/C=C(\C#N)c2ccccc2)cc1 | -1 | 2 | -2 | 24 | i | . | -6 | -9 | -2
Cn1c2ccccc2c2nnc(N/N=C/c3ccc(O)cc3)nc21 | 0 | -3 | -2 | -2 | i | 0.3 | -22 | 9 | 7
O=C(COC(=O)C1CCN(S(=O)(=O)c2cccs2)CC1)c1cc2ccccc2o1 | 3 | 4 | -12 | 16 | i | 0.3 | -2 | -3 | 1
Cc1ccc(-c2nnn(CC(=O)N(CC(=O)NCC3CCCO3)c3ccc(F)c(Cl)c3)n2)o1 (configuration not stated) | -2 | 5 | 1 | 1 | i | 0.4 | 4 | 7 | -4
COc1ccc(CN2CCNC(=O)C2CC(=O)N(C)Cc2ccncn2)c(OC)c1 (configuration not stated) | -2 | 0 | -4 | -5 | i | 0.7 | 7 | 1 | 3
Cc1ccc(OCC(=O)N(C)CC(=O)NCc2ccco2)c(Br)c1 | 1 | 13 | -2 | -1 | i | -1.2 | -8 | 2 | -4
O=C(c1ccc(Cl)c(S(=O)(=O)N2CCc3ccccc32)c1)N1CCN(c2ccccc2O)CC1 | 0 | 0 | 2 | 22 | i | -1.1 | -18 | -18 | 3
O=C(CN(c1cccc(Br)c1)S(=O)(=O)c1ccccc1)N/N=C/c1cc([N+](=O)[O-])ccc1O | -4 | -1 | -2 | 50 | i | 0.3 | -5 | 1 | 2
CCc1cccc(CC)c1NC(=O)CN1CCN(c2ccccc2)CC1 | 5 | 4 | -2 | 0 | i | -0.4 | 1 | -11 | 3
COc1ccc(CCN2C(=NC(=O)C(C)C)SC3CS(=O)(=O)CC32)cc1 (configuration not stated) | -1 | 1 | 0 | 0 | i | -0.5 | -12 | -4 | 2

3 entries from above, sorted by molecular weight, descending.
SMILES | Rin1-Abl PPI inh | CSN deneddyl inh | MsrA act | FAS TE block | Rpn11 block | MsrA inhibitor | MLLE-PAM2 inh | E coli Lon inh | MT1-MMP act inh
CCc1cccc(CC)c1NC(=O)CN1CCN(c2ccccc2)CC1 | 5 | 4 | -2 | 0 | i | -0.4 | 1 | -11 | 3
CC(/C=C/C=C/c1ccccc1)=N/NC(=O)c1ccc2c(c1)OCCO2 | 1 | 0 | -5 | -1 | i | 0.3 | 1 | -10 | 2
CN(C)c1ccc(/C=C(\C#N)c2ccccc2)cc1 | -1 | 2 | -2 | 24 | i | . | -6 | -9 | -2
